TIM10 inh – growth inhibitors of TIM10 yeast strain | 1.4% of 330,000 active | inhibition, % at 10 µM | S. cerevisiae TIM10 strain growth, BacTiter-Glo luminescence, 24 h | AID 463195;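 active = inhibition of 40% or more at the single tested concentration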;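 note: wild-type TIM10 isogenic control strain grown at permissive 25 °C; 0% = DMSO yeast wells and 100% = minimal medium wells without yeast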
tim10-1 inh – growth inhibitors of tim10-1 mutant yeast | S. cerevisiae tim10-1 ts strain growth, BacTiter-Glo, 24 h | AID 463190 | 2.2% of 330,000 active | inhibition, % at 20 µM;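 active = inhibition of at least 40%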;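 note: mutant grown at 25 °C; 0% = DMSO wells with yeast and 100% = wells holding no yeast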
NALP3 yeast inh – inhibitors of NALP3 inflammasome in yeast | Yeast reconstituted NLRP3/ASC/caspase-1, beta-gal luminescence, 24 h | inhibition, % at 10 µM | 0.39% of 330,000 active;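 active = inhibition of 50% or more; inactive = inhibition below 50%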;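 note: plate controls were induced DMSO wells for no effect and uninduced yeast grown without galactose for full effect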
CHOP UPR activ – apoptotic UPR (CHOP) activation | AID 449763 | CHO-CHOP luciferase reporter, luminescence; percent of tunicamycin response over DMSO baseline | activation, % at 10 µM | 0.34% of 330,000 active;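 active = at 10 µM dose, activation of 40% or more, normalized to positive control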;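 note: 100% = tunicamycin at 10 µg/mL and 0% = DMSO alone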
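Material: CHO-CHOP cells, stable luciferase reporter of PERK-eIF2a-CHOP signalling; quantity: 500 reporter cells seeded per well; buffer or medium: F12 medium containing 10% fetal bovine serum; compound: one dose, 10 µM in 0.5% DMSO; incubation: 6 h compound treatment, 37 °C; measured by: Steady-Glo luciferase luminescence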
tim23-1 inh – inhibits growth of tim23-1 mutant yeast. S. cerevisiae tim23-1 growth, BacTiter-Glo luminescence, 24 h. inhibition, % at 20 µM. 1.3% of 330,000 active;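 active = growth inhibition of the mutant yeast at or above 50%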;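 note: temperature-sensitive mutant grown at 25 °C; plate controls were DMSO-treated mutant yeast for no effect and medium wells lacking yeast for full effect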
NR3A LBD binder – modulates the human NR3A ligand-binding domain | AID 1259313 | 2.5% of 340,000 active | NR3A LBD differential scanning fluorimetry, Tm shift; 0% = protein alone, 100% = glycine-bound protein | Tm shift relative to glycine control, % at 25 µM;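 active = melting temperature shift of at least 10% of the positive control shift, at one fixed dose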
APJ agonist – APJ receptor agonism | P35414 | CHO-K1 APJ PathHunter beta-arrestin, luminescence; 0% DMSO wells, 100% apelin | activation, % at 20 µM | 0.11% of 330,000 active | AID 2520;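 active = activation more than six SD over the plate average, tested at 20 µM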;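 note: 0% = DMSO alone and 100% = apelin-13 at 10 nM; some results filed as inactive read as strong as hits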
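Incubation: overnight seeding, 90 min compound at 25 °C, 1 h detection; test system: PathHunter CHO-K1 APJ (AGTRL-1) beta-arrestin reporter cells; amount: 1000 cells/well; doses: one dose, 20 µM compound, 1% DMSO; measured by: beta-gal luminescence; measure: agonist-driven arrestin binding to APJ; benchmarks: negative DMSO alone, positive Apelin-13 at 10 nM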
XBP1 UPR activ – activators of adaptive arm of unfolded protein response (XBP1); activation, % at 20 µM; 0.33% of 330,000 active; CHO-XBP1 luciferase reporter, IRE1-XBP1 UPR activation, luminescence; percent of tunicamycin response, DMSO as zero;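 active = versus positive control, 20 µM dose yields 30% or more activation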;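 note: 100% = tunicamycin at 10 µg/mL and 0% = DMSO only wells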
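Assay system: CHO-XBP1 luciferase reporter cells; Schedule: 6 h treatment, 37 °C; Detection: glow luminescence from Steady-Glo reagent; Benchmarks: high control tunicamycin 10 µg/mL final, low control DMSO vehicle only.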
Mdm2 MdmX PPI – inhibitors of human Mdm2/MdmX interaction; SaOS-2 split-luciferase Mdm2/MdmX complementation, luminescence; inhibition, % at 8 µM; 3% of 330,000 active; AID 485346;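 active = inhibition of at least 50% at 8 µM in the primary screen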
Target sequence (O15151 whole entry, looked up): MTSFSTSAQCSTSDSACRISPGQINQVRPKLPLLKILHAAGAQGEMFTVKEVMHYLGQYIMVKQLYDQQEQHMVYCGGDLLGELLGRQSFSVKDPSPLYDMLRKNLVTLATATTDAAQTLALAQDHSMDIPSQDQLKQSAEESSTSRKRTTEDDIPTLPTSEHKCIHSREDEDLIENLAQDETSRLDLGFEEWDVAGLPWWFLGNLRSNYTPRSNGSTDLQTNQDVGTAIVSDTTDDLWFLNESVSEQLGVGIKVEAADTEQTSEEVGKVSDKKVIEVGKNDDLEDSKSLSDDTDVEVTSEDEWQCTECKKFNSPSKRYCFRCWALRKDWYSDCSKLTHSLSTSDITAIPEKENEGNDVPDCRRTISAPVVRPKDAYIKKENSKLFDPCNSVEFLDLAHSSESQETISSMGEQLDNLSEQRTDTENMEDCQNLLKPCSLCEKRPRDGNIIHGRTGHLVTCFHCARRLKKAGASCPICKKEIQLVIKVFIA
Target sequence (Q00987 whole entry, looked up): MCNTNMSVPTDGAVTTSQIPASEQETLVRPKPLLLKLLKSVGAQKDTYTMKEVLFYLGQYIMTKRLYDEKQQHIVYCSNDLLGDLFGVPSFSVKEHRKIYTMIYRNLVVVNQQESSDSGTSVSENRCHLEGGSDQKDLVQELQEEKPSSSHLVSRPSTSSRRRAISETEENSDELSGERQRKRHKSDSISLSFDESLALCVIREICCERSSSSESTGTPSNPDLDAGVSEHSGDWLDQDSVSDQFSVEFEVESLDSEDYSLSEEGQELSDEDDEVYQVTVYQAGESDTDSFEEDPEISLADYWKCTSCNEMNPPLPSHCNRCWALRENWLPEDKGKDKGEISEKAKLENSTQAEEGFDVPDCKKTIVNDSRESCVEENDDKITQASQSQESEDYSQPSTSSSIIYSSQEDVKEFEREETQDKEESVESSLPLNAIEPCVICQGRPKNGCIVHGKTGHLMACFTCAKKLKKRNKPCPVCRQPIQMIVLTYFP
An asterisk follows results filed as active; · = no result given. The order is random (roughly 8.2% active in at least one column).

SMILES	TIM10 inh	tim10-1 inh	NALP3 yeast inh	CHOP UPR activ	tim23-1 inh	NR3A LBD binder	APJ agonist	XBP1 UPR activ	Mdm2 MdmX PPI
COc1ccc(S(=O)(=O)N2CCC(C(=O)NCc3ccccn3)CC2)cc1C	9	7	14	0.0	13	-2	-6	-4	9
CC(C)(C)OC(=O)N/N=C\c1cccnc1	-9	-2	-7	0.1	4	-2	-4	-2	16
Cc1onc(-c2ccccc2)c1-c1csc(COc2ccccc2)n1	16	6	-13	-0.1	16	-2	-6	2	30
C=CCN1C(=S)CC(c2ccccc2)=Nc2ccccc21	-14	-2	37	-0.8	36	3	-1	-2	8
Cn1c(=O)[nH]c(=O)c2c1nc(CN1CCOCC1)n2Cc1ccccc1	-8	7	-10	-0.3	8	-1	-5	0	-10
COc1ccc(N2CCN(C(=O)C3CCN(S(=O)(=O)c4ccccc4)CC3)CC2)cc1	17	13	1	0.8	17	0	-2	-1	-29
CCCCN1C(=O)/C(=C2/Sc3ccc(OC)cc3N2CC)SC1=S	-4	-3	14	7.6	-4	0	-4	94*	31
O=C(Cn1cnc2c(OCc3ccccc3)ncnc21)N1CCN(c2ccccn2)CC1	8	1	0	-1.1	-3	1	-3	-2	-12
O=C(Nc1ccc(Cl)cc1)C1CCCN(S(=O)(=O)c2cnc[nH]2)C1 (centres undefined)	4	-23	-6	-0.2	12	-1	-2	1	4
O=C(Cc1ccc(F)cc1)N1CCN(c2ccc(F)cc2)CC1	-8	3	13	-1.7	17	-2	-2	2	4
Cc1nc(SCC(=O)NC(=O)NCc2ccccc2)nc(C)c1C	7	17	4	-1.7	4	0	-4	3	1
C#CCOCCOCCOCCNc1nc(N2CCN(C(=O)[C@H]([C@@H](C)CC)n3cc([C@@H](N)CO)nn3)CC2)nc(N2CCN(C(=O)[C@H](Cc3cc4ccccc4[nH]3)n3cc([C@@H](N)Cc4ccc(O)cc4)nn3)CC2)n1	-2	7	24	0.7	17	·	5	0	-14
CCC(=O)NC(NC(=S)Nc1c(C)n(C)n(-c2ccccc2)c1=O)C(Cl)(Cl)Cl (centres undefined)	0	-12	16	2.3	17	-6	5	0	-18
CCOC(=O)/C(=C/c1ccc(OC(=O)c2ccccc2)cc1)C(C)=O	77*	47*	34	4.4	89*	-2	3	18	-31
Cc1cnccc1CN(C)C(=O)C1CCC(=O)N(Cc2ccccc2F)C1 (centres undefined)	-4	-7	8	2.5	-6	0	0	-1	-13
COCCn1c(N)c(N(Cc2ccccc2)C(=O)c2cc3ccccc3o2)c(=O)[nH]c1=O	-20	3	8	0.2	8	0	-7	-1	-20
CCOC(=O)C1CCN(C2=NC(=O)/C(=C/c3ccc(O)cc3)S2)CC1	-5	13	15	2.3	10	1	-3	-3	6
O=[N+]([O-])c1cccc(CSc2nnc3ccccn23)c1	12	4	12	0.4	16	2	-1	0	5
COc1ccc(/C=C2/SC(=O)N(CC(O)Cn3c4ccccc4c4ccccc43)C2=O)cc1 (centres undefined)	7	7	19	1.4	15	13*	3	-1	-17
COC(=O)c1ccc(C23CC4(C2)[C@H](CN(Cc2cccnc2)[C@@H]4c2ccccc2)C3c2ccc(C(F)(F)F)cc2)cc1 (some centres undefined)	9	5	10	2.0	12	-1	1	-1	18
COc1ccnc(Oc2ccc(F)cc2)c1C(=O)N/C=N/OCc1ccccc1	1	27	-2	-0.6	14	-2	-2	-1	-39
COc1ccc(S(=O)(=O)N2CCN(C(=O)c3ccc(=O)[nH]n3)CC2)cc1OC	-5	-6	14	1.6	5	3	-6	-3	30
COCCNC(=O)Cn1nc(-c2ccccc2F)ccc1=O	-1	-8	12	-0.5	1	1	-2	-1	23
O=C(O)c1ccc(CNCc2ccccc2F)cc1	3	0	-7	2.1	-6	-3	0	1	20
O=C(CNCCCO)Nc1cc(C(F)(F)F)cc(NC(=O)CNCCCO)c1Cl	6	7	12	1.3	7	-1	-3	-1	22
Cc1cccc(N(CC(=O)NC(C)(C)C)C(=O)CS(=O)CC(=O)Nc2ccc(F)cc2)c1 (centres undefined)	-5	-2	18	-0.4	6	0	-1	-1	-8
COC(=O)C1=C(C(=O)c2ccccc2)C(c2ccc(OC)c(OC)c2)Nc2nnnn21 (centres undefined)	13	9	3	-0.9	15	2	-6	0	10
O=C(COC(=O)c1ccccc1Br)Nc1cccnc1Cl	5	-1	32	-0.2	-2	-1	-2	3	-8
CC(=O)c1cnc(Nc2cccc(C)c2)s1	12	1	25	3.6	21	0	-3	7	-42
C/C(=N\Nc1ccccn1)c1ccc(Br)s1	19	12	-61	3.5	33	4	-2	1	0
COc1ccc(-c2cc(C(=O)Nc3ccc(F)cc3F)no2)cc1	-11	-2	1	0.3	4	-1	-3	1	24
N#CC(C#N)=Cc1ccc(NC(=O)c2ccc(Br)cc2)cc1	27	9	3	4.5	35	0	3	1	-18
CC(C)c1ccc(S(=O)(=O)N2CCN(C(=O)c3cccc(F)c3)CC2)cc1	-1	22	17	1.7	28	-4	0	-3	4
NS(=O)(=O)c1cccc(NC(=O)c2cccc(S(=O)(=O)N3CCCCCC3)c2)c1	-8	4	10	0.0	8	-1	-4	-2	30
Clc1ccc(OCCSc2ncccn2)cc1	-3	7	32	5.3	15	1	1	4	-130
Cc1ccc(NC(=O)c2ccco2)c(NC(=O)Cc2cccs2)c1	4	2	-2	0.8	9	3	-4	1	-3

Taken from above:
COC(=O)C1=C(C(=O)c2ccccc2)C(c2ccc(OC)c(OC)c2)Nc2nnnn21 (centres undefined) @ tim23-1 inh: 15
NS(=O)(=O)c1cccc(NC(=O)c2cccc(S(=O)(=O)N3CCCCCC3)c2)c1 @ NR3A LBD binder: -1

More structures follow:
SMILES	TIM10 inh	tim10-1 inh	NALP3 yeast inh	CHOP UPR activ	tim23-1 inh	NR3A LBD binder	APJ agonist	XBP1 UPR activ	Mdm2 MdmX PPI
CC(C)n1cc(CN2CCCC(CNS(=O)(=O)c3cccc4cccnc34)C2)cn1 (centres undefined)	4	-12	9	0.5	-12	1	-2	-5	5
COc1cccc(N2CCN(C(=O)c3nc4nc(C)cc(C)n4n3)CC2)c1	5	4	3	-1.0	11	2	-2	-4	-2
C=CCN1C(=O)C2C(C(=O)NC)C3C=CC2(O3)C1C(=O)NCc1ccc(OC)cc1 (centres undefined)	-9	4	3	0.1	6	2	7	0	-13
Cc1ccc(NC(=O)CCNC(=O)c2ccccc2Cl)cc1S(=O)(=O)N1CCOCC1	9	3	7	-1.6	3	-3	2	-3	18
CN1C(=O)c2ccc(N3CCCC3)cc2C1=O	4	37	3	2.0	2	-3	-4	-1	-24
COc1ccc(CN2CCN(C(=O)CCC(=O)Nc3nnc(C(F)(F)F)s3)CC2)cc1F	21	9	-8	8.7	6	3	8	1	-14
COc1c(F)c(F)c(C(=O)Nc2cccc(Cl)c2N2CCOCC2)c(F)c1F	-1	10	23	2.0	-4	2	-3	-2	8
O=C(CCN1C(=O)/C(=C/c2ccccc2F)SC1=S)Nc1ccccn1	-10	-10	1	1.8	6	-1	2	-2	12
CCOc1ccc(CNC(=O)C2Cc3cc(S(=O)(=O)N4CCCC4)ccc3N2C(C)=O)cc1 (centres undefined)	3	13	10	-1.3	7	-1	-3	-6	11
N#C/C(=C\c1cccnc1)c1nc2c(s1)CCCC2	20	43*	41	9.1	13	-2	-2	4	-104
CCCn1c(NCc2ccccn2)nc2ccccc21	-6	16	11	0.9	4	-1	2	0	9
OC(COc1ccc(Cl)cc1Cl)Cn1ccnc1 (centres undefined)	9	14	16	-1.3	0	0	-3	-2	-11
COc1cc(NC(=O)c2cccc(C)c2)c(OC)cc1NC(=O)CN1CCOCC1	3	11	-1	1.8	10	-1	-2	-2	15
COCCNC(=O)c1onc(CCl)c1C(=O)OC	-10	-9	8	1.0	15	-1	3	-4	28
Clc1cccc(Cl)c1CSc1nnc(CN2CCOCC2)n1-c1ccccc1	21	24	-3	-0.9	25	-8	-5	-7	9
O=C(COc1ccccc1)NN1C(=O)CSC1=S	10	14	15	-0.2	13	1	-3	-4	25
Cc1ccc(-c2nn(CC(=O)NN3CCOCC3)c(=O)c3ccccc23)cc1	7	-15	20	0.9	-6	2	3	-3	12
CN1CCN(CC(O)COc2ccccc2)CC1 (centres undefined)	1	-5	5	-0.5	0	-5	0	-3	3
CC1(C)Cc2c(sc3nc(NCCN4CCOCC4)n4ncnc4c23)CO1	13	4	-5	1.9	8	-3	-2	0	-1
Nc1nc(C23CC4CCC(CC(C4)C2)C3)cs1	33	38	28	0.9	35	-2	-1	-2	18
O=C(CNC(=O)c1cccs1)NCCN1CCC(Cc2ccccc2)CC1	5	11	2	3.6	3	·	-7	-2	9
CC(Sc1nccn1C)C(=O)Nc1ccc(Cl)cn1 (centres undefined)	-5	1	-4	0.3	0	1	-2	0	11
O=C(Nc1ccc(Cc2ccncc2)cc1)c1ccc(N2CCOCC2)c([N+](=O)[O-])c1	-4	4	-5	0.1	6	0	0	-2	30
CC(=O)c1c(N2CCOCC2)nc(=S)n(-c2ccccc2)c1C	1	-4	22	0.5	11	-1	9	0	-12
CCC(C)(C)NC(=O)CN(Cc1ccco1)C(=O)CCC(=O)Nc1nccs1	7	7	3	-0.1	11	-2	1	-1	-6
CC(Sc1nnc2ccccn12)C(=O)Nc1ncc(Cl)cc1Cl (centres undefined)	5	7	7	1.7	7	1	-6	-1	-10
Cc1ccc(NC(=O)Cc2sc(C)nc2-c2ccc(C)cc2)cc1	-32	13	18	-0.9	-1	-3	-2	0	19
CCCn1c(SCC(=O)Nc2ccc(C)c(S(=O)(=O)N3CCOCC3)c2)n[nH]c1=O	-16	12	4	0.7	13	-1	0	-1	8
NC(=O)Cn1nc(-c2ccccc2)nc1-c1ccccc1	9	3	-5	1.1	9	-2	-3	-1	37
CCOC(=O)c1nn(-c2ccc(Cl)cc2)c2nc(-c3ccc(C)cc3)c(C#N)c(=O)n12	15	18	7	-5.8	15	1	-6	-3	26
CC(C)(C)NS(=O)(=O)c1ccc(NS(=O)(=O)Cc2ccccc2)cc1	-4	7	-7	0.6	9	-7	-4	-2	-9
CN(C)S(=O)(=O)c1cccc(NC(=O)COC(=O)[C@H](Cc2ccccc2)NC(=O)c2ccco2)c1	-10	5	5	-0.9	3	-1	11	0	13
CCN(CC)c1c(-c2ccccc2)c2cc(C)ccc2[nH]c1=O	-12	13	17	1.9	23	2	-3	0	0
CC(Oc1ccccc1)C(=O)N1CCC2(CC1)Oc1ccc(F)cc1C(=O)C21CC(c2ccc(Cl)cc2)=NO1 (centres undefined)	-1	18	9	0.7	27	1	2	-2	-1
CC(=O)N1CC2(C)CN(C(C)=O)CC(C)(C1)C2O (centres undefined)	24	6	20	-0.1	10	-1	10	0	-26

Nothing new here: an excerpt of the list.
SMILES	TIM10 inh	tim10-1 inh	NALP3 yeast inh	CHOP UPR activ	tim23-1 inh	NR3A LBD binder	APJ agonist	XBP1 UPR activ	Mdm2 MdmX PPI
CCC(C)(C)NC(=O)CN(Cc1ccco1)C(=O)CCC(=O)Nc1nccs1	7	7	3	-0.1	11	-2	1	-1	-6
CC(Sc1nnc2ccccn12)C(=O)Nc1ncc(Cl)cc1Cl (centres undefined)	5	7	7	1.7	7	1	-6	-1	-10

Compound activity deposited in PubChem by Sanford-Burnham Center for Chemical Genomics.
